Bioassay records from PubChem BioAssay.
RGS8-Gao: modulates binding of RGS8 to human Galphao; P09471; multiplexed bead flow cytometry; actives lie on both sides; response (percent of control binding), % at 10 µM; 220,000 compounds, 0.34% hits; AID 1423; in the data active means response below about 60% or above about 140%; inactive means in between;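 further: Galphao activated as the GDP aluminium fluoride complex binding bead-coupled RGS8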
ABCB1 block: blocks JC-1 efflux by human ABCB1 transporter; P08183; CCRF-Adr cells, flow cytometry; inhibition, % at 6.6 µM; 190,000 compounds, 0.067% hits; in the data active means inhibition above about 40%;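 further: 0% = vehicle and 100% = reference inhibitor; higher value means more JC-1 retained so stronger ABCB1 efflux block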
Avidin bead fluor: avidin bead compound fluorescence profile. fluorescence (KMESF) at 10 µM. Avidin beads, compound fluorescence 488/530 nm, flow cytometry; stronger effect = higher value. 220,000 compounds, 0.38% hits; in the data active means fluorescence above about 47; further: inactives centre near 10
ABCG2 block: inhibitors of human ABCG2 transporter, ABCB1 counter-screen; Q9UNQ0; IgMXP3 cells, JC-1 efflux, flow cytometry; inhibition, % at 6.6 µM; 190,000 compounds, 0.1% hits; AID 1325;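 active means inhibition above 80%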;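 further: 0% = DMSO and 100% = nicardipine control wells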
Target sequence (Q9UNQ0 whole entry, looked up): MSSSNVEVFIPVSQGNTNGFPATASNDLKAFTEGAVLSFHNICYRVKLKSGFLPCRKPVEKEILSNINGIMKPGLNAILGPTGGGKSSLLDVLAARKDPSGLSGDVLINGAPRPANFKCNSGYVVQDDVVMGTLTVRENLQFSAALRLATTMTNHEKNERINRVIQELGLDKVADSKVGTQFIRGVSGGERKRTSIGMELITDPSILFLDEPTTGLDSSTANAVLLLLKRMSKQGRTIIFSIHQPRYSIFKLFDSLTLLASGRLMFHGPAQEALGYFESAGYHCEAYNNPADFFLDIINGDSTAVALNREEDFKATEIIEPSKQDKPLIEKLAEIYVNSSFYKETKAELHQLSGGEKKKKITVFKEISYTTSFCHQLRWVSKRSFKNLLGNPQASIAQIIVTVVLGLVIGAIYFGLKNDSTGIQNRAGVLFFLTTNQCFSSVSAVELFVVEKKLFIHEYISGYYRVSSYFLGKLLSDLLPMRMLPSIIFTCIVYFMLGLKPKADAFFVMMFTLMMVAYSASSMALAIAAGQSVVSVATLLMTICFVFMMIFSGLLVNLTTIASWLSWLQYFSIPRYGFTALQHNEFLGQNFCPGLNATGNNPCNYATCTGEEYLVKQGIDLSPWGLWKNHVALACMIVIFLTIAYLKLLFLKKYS
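Times: 10 min at 25 °C | Test system: Two drug-resistant human cell lines, ABCG2 and ABCB1 | Quantity: 3 million cells/mL final, two lines in 1:1 ratio | Signal: Flow cytometry, 530 nm JC-1 signal | Dosing: Compound at 6.6 µM | Controls: Nicardipine and DMSO wells | Reagent: JC-1 as fluorescent efflux pump substrate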
Bim-Mcl-1: disrupts Bim peptide binding to human Mcl-1; 190,000 compounds, 0.1% hits; inhibition, % at 10 µM; Bead-based flow cytometry, Bim peptide-Mcl-1 binding; in the data active means inhibition above about 40%;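 further: 0% = no compound tracer wells and 100% = peptide blocker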
Target sequence (Q07820 whole entry, looked up): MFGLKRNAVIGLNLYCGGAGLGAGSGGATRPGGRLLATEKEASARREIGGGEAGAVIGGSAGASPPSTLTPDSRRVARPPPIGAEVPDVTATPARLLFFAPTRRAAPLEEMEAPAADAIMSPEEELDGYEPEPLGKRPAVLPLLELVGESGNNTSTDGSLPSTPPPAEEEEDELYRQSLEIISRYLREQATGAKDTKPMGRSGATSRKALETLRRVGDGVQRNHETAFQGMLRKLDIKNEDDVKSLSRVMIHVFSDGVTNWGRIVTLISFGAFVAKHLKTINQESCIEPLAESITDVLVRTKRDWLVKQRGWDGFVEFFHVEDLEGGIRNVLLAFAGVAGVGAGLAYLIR
RGS4-Gao reg: human RGS4-Galphao interaction regulation. Multiplexed bead flow cytometry, RGS4-Galphao binding; actives lie on both sides. 220,000 compounds, 0.33% hits. binding response (% of control), % at 10 µM. P09471; in the data active means binding response below about 49% or above about 150%; inactive means in between;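 further: fluorescent Galphao activated with aluminum fluoride binding bead-coupled RGS4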
Pf gamet viab: inhibitors of late stage P. falciparum gametocyte viability | AID 743093 | 150,000 compounds, 0.065% hits | inhibition, % at 10.9 µM | P. falciparum stage V gametocytes, ATP luminescence, 24 h;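 active means inhibition above the mean plus 3 SD of compounds within the control limits, set per campaign, cut at about 38% in these data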;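 further: 0% = DMSO wells and 100% = medium only without gametocytes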
RGS7-Gao reg: regulators of human RGS7-Galphao interaction; binding response (% of control), % at 10 µM; Multiplexed bead flow cytometry, RGS7-Galphao binding; actives lie on both sides; P09471; 220,000 compounds, 0.35% hits; in the data active means binding response below about 49% or above about 150%; inconclusive means no clear call, values can overlap the other calls; inactive means in between;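 further: fluorescent Galphao held in activated GDP-AlF4 state binding bead-coupled RGS7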
Mcl1-Bid inh: Mcl-1/Bid interaction inhibition | Q07820 | TR-FRET Mcl-1/Bid-Dy647 peptide binding, 1536-well | inhibition, % at 21.7 µM | 220,000 compounds, 0.97% hits | AID 1021;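 active means compounds that cut the binding signal by more than half at the single screening dose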;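 further: His-tagged Mcl-1 with europium anti-His antibody binding Bid BH3 peptide; 0% = Mcl-1 plus peptide wells and 100% = peptide-only wells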
GSH bead fluor: GSH bead compound fluorescence profile | GSH beads flow cytometry, compound fluorescence 488/530 nm; stronger effect = higher value | fluorescence (KMESF) at 10 µM | 190,000 compounds, 0.25% hits | AID 1776; in the data active means fluorescence above about 89;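 further: glutathione beads carrying GST-tagged Bcl family fusion proteins plus one bare bead set; values are compound well signal with DMSO vehicle wells as background; inactives centre near 16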
Mcl1-Noxa inh: disrupts binding of human Mcl-1 to Noxa peptide; Q07820; 220,000 compounds, 1.5% hits; TR-FRET Mcl-1/Noxa peptide binding, 2 h; inhibition, % at 21.7 µM;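 active means compounds that cut the protein-peptide binding signal by more than 50% relative to plate controls in a single-dose test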;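 further: His-tagged Mcl-1 with rhodamine Noxa BH3 peptide and terbium anti-His antibody; 0% = Mcl-1 plus Noxa peptide wells and 100% = peptide-only wells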
Active calls of the source: *.

Screening Nc1nonc1-n1nnc(C(=O)N/N=C/c2ccccc2)c1CSc1ccc(Cl)cc1 returned RGS8-Gao 102, ABCB1 block -0.5, Avidin bead fluor 3, ABCG2 block -5, Bim-Mcl-1 -5, RGS4-Gao reg 107, Pf gamet viab 15, RGS7-Gao reg 105, Mcl1-Bid inh -11, GSH bead fluor 13 and Mcl1-Noxa inh 13.
CN(C)/C=C1/Oc2c(ccc3ccccc23)C1=O was read as RGS8-Gao 98, ABCB1 block 0.3, Avidin bead fluor 8, ABCG2 block 4, Bim-Mcl-1 -1, RGS4-Gao reg 99, Pf gamet viab -1, RGS7-Gao reg 100, Mcl1-Bid inh -23, GSH bead fluor 18 and Mcl1-Noxa inh 7.
Screening Cn1c(C(=O)O)c(CC(=O)NCc2cccnc2)c2ccccc21 returned RGS8-Gao 99, ABCB1 block 0.6, Avidin bead fluor 18, ABCG2 block 2, Bim-Mcl-1 -1, RGS4-Gao reg 93, Pf gamet viab 2, RGS7-Gao reg 89, Mcl1-Bid inh -37, GSH bead fluor 5 and Mcl1-Noxa inh 16.
For CSc1cccc(NC(=O)CCc2ccccc2)c1 the results were RGS8-Gao 105, ABCB1 block 0.5, Avidin bead fluor 10, ABCG2 block 5, Bim-Mcl-1 5, RGS4-Gao reg 105, Pf gamet viab -7, RGS7-Gao reg inconclusive, Mcl1-Bid inh -12, GSH bead fluor 14 and Mcl1-Noxa inh 7.
For COc1ccc(C)cc1-n1nnnc1SCc1nc2ccccc2s1 the results were RGS8-Gao 100, ABCB1 block -5.4, Avidin bead fluor 9, ABCG2 block -3, Bim-Mcl-1 -3, RGS4-Gao reg 100, Pf gamet viab -2, RGS7-Gao reg 99, Mcl1-Bid inh -33, GSH bead fluor 12 and Mcl1-Noxa inh 15.
COC(=O)C(=C/C=C/c1ccco1)C(=O)OC was read as RGS8-Gao 98, Avidin bead fluor 6, RGS4-Gao reg 104, Pf gamet viab -8, RGS7-Gao reg inconclusive, Mcl1-Bid inh -43 and Mcl1-Noxa inh 0.
Screening O=C(NNC(=O)C1CC1c1ccccc1)c1ccccc1[N+](=O)[O-] (centres undefined) returned RGS8-Gao 104, ABCB1 block -0.3, Avidin bead fluor 2, ABCG2 block 0, Bim-Mcl-1 -4, RGS4-Gao reg 104, Pf gamet viab 16, RGS7-Gao reg 100, Mcl1-Bid inh 4, GSH bead fluor 19 and Mcl1-Noxa inh 0.
`COC(=O)[C@H]1[C@H]2C[C@@H]3c4[nH]c5cc(OC)ccc5c4CCN3C[C@H]2C[C@@H](OC(=O)c2ccc(N)cc2)[C@@H]1OC` gave RGS8-Gao 98, Avidin bead fluor 12, RGS4-Gao reg 101, Pf gamet viab -17, RGS7-Gao reg inconclusive, Mcl1-Bid inh -11 and Mcl1-Noxa inh 6.
For COc1ccc(OCC(=O)N2CCN(S(=O)(=O)c3ccccc3[N+](=O)[O-])CC2)cc1 the results were RGS8-Gao 101, ABCB1 block -0.4, Avidin bead fluor 9, ABCG2 block -2, Bim-Mcl-1 0, RGS4-Gao reg 102, Pf gamet viab 11, RGS7-Gao reg 105, Mcl1-Bid inh -10, GSH bead fluor 11 and Mcl1-Noxa inh 3.
`Cc1ccc(S(=O)(=O)N(CC(=O)N2CCN(c3ccc(F)cc3)CC2)C2CCCCC2)cc1` gave RGS8-Gao 103, ABCB1 block 3.0, Avidin bead fluor 10, ABCG2 block 6, Bim-Mcl-1 1, RGS4-Gao reg 104, Pf gamet viab -6, RGS7-Gao reg 101, Mcl1-Bid inh -44, GSH bead fluor 8 and Mcl1-Noxa inh -12.
Clc1cccc(-c2nc3nc4ccccc4nc3n2Cc2ccco2)c1 was read as RGS8-Gao 98, ABCB1 block 2.1, Avidin bead fluor 31, ABCG2 block 8, Bim-Mcl-1 0, RGS4-Gao reg 97, Pf gamet viab -3, RGS7-Gao reg 94, Mcl1-Bid inh 8, GSH bead fluor 22 and Mcl1-Noxa inh 5.
CN(C)C(=O)CSc1nnc(Cc2ccccc2)n1CC1CCCO1 (centres undefined) was read as RGS8-Gao 104, ABCB1 block -0.1, Avidin bead fluor 25, ABCG2 block 0, Bim-Mcl-1 0, RGS4-Gao reg 104, Pf gamet viab -32, RGS7-Gao reg 107, Mcl1-Bid inh -2, GSH bead fluor 8 and Mcl1-Noxa inh 3.
Screening O=C1CC(Nc2ccc3ccccc3c2)C(=O)N1Cc1ccccc1 (centres undefined) returned RGS8-Gao 102, ABCB1 block 0.6, Avidin bead fluor 8, ABCG2 block 2, Bim-Mcl-1 -1, RGS4-Gao reg 101, Pf gamet viab -3, RGS7-Gao reg 103, Mcl1-Bid inh -6, GSH bead fluor 17 and Mcl1-Noxa inh 9.
For COc1cccc(OC)c1C(=O)NNC(=O)c1cccnc1 the results were RGS8-Gao 102, Avidin bead fluor 4, RGS4-Gao reg 102, Pf gamet viab -8, RGS7-Gao reg inconclusive, Mcl1-Bid inh -16 and Mcl1-Noxa inh -14.
Cc1ccc(-c2nc3ncccc3o2)cc1NC(=O)c1cccnc1 was read as RGS8-Gao 103, ABCB1 block 0.3, Avidin bead fluor 12, ABCG2 block 16, Bim-Mcl-1 0, RGS4-Gao reg 100, Pf gamet viab 10, RGS7-Gao reg 104, Mcl1-Bid inh -8, GSH bead fluor 12 and Mcl1-Noxa inh -5.
CCOC(=O)Cn1c(SC)nc2sc3c(c2c1=O)CC(C)(C)OC3 was read as RGS8-Gao 100, ABCB1 block 1.0, Avidin bead fluor 18, ABCG2 block 1, Bim-Mcl-1 -1, RGS4-Gao reg 99, Pf gamet viab 16, RGS7-Gao reg 98, Mcl1-Bid inh -3, GSH bead fluor 26 and Mcl1-Noxa inh 5.
CC1=CC(C)(C)N2C(=O)C3(SCC(=O)N3c3ccc(O)cc3)c3cc(C)cc1c32 (centres undefined) was read as RGS8-Gao 102, ABCB1 block 3.9, Avidin bead fluor 18, ABCG2 block 2, Bim-Mcl-1 -8, RGS4-Gao reg 102, Pf gamet viab -4, RGS7-Gao reg 105, Mcl1-Bid inh 0, GSH bead fluor 37 and Mcl1-Noxa inh 4.
Screening Cc1ccccc1OCC(=O)N/N=C/c1c(C)nn(-c2ccccc2)c1Cl returned RGS8-Gao 96, ABCB1 block -4.4, Avidin bead fluor 9, ABCG2 block 8, Bim-Mcl-1 -5, RGS4-Gao reg 94, Pf gamet viab -21, RGS7-Gao reg 98, Mcl1-Bid inh -46, GSH bead fluor 22 and Mcl1-Noxa inh -23.
For COc1ccccc1CC(=O)Nc1c[nH]c(=O)[nH]c1=O the results were RGS8-Gao 100, ABCB1 block 0.1, Avidin bead fluor 6, ABCG2 block 12, Bim-Mcl-1 2, RGS4-Gao reg 101, Pf gamet viab 12, RGS7-Gao reg 100, Mcl1-Bid inh -12, GSH bead fluor 12 and Mcl1-Noxa inh 4.
For CC(/C=C/c1cccs1)=C\C(=O)O the results were RGS8-Gao 103, ABCB1 block 0.3, Avidin bead fluor 12, ABCG2 block 4, Bim-Mcl-1 -3, RGS4-Gao reg 100, RGS7-Gao reg 99, Mcl1-Bid inh -33, GSH bead fluor 27 and Mcl1-Noxa inh 1.

3 entries out of the list, arranged by heavy-atom count, lowest first:
Screening Cn1c(C(=O)O)c(CC(=O)NCc2cccnc2)c2ccccc21 returned RGS8-Gao 99, ABCB1 block 0.6, Avidin bead fluor 18, ABCG2 block 2, Bim-Mcl-1 -1, RGS4-Gao reg 93, Pf gamet viab 2, RGS7-Gao reg 89, Mcl1-Bid inh -37, GSH bead fluor 5 and Mcl1-Noxa inh 16.
For COc1ccc(C)cc1-n1nnnc1SCc1nc2ccccc2s1 the results were RGS8-Gao 100, ABCB1 block -5.4, Avidin bead fluor 9, ABCG2 block -3, Bim-Mcl-1 -3, RGS4-Gao reg 100, Pf gamet viab -2, RGS7-Gao reg 99, Mcl1-Bid inh -33, GSH bead fluor 12 and Mcl1-Noxa inh 15.
Screening Nc1nonc1-n1nnc(C(=O)N/N=C/c2ccccc2)c1CSc1ccc(Cl)cc1 returned RGS8-Gao 102, ABCB1 block -0.5, Avidin bead fluor 3, ABCG2 block -5, Bim-Mcl-1 -5, RGS4-Gao reg 107, Pf gamet viab 15, RGS7-Gao reg 105, Mcl1-Bid inh -11, GSH bead fluor 13 and Mcl1-Noxa inh 13.

(cont.)
For COc1ccc2nc(SCC(=O)Nc3nccs3)[nH]c2c1 the results were RGS8-Gao 117, ABCB1 block 0.7, Avidin bead fluor 7, ABCG2 block 5, Bim-Mcl-1 0, RGS4-Gao reg 103, Pf gamet viab 7, RGS7-Gao reg 104, Mcl1-Bid inh -10, GSH bead fluor 20 and Mcl1-Noxa inh 8.
Cn1c(SCC(=O)N2CCOCC2)nnc1-c1ccc2ncccc2c1 was read as RGS8-Gao 99, Avidin bead fluor 6, RGS4-Gao reg 100, Pf gamet viab -17, RGS7-Gao reg inconclusive, Mcl1-Bid inh -19 and Mcl1-Noxa inh -9.
Screening c1cncc(-c2nc3c(ccc4ccccc43)[nH]2)c1 returned RGS8-Gao 102, ABCB1 block -0.4, Avidin bead fluor 15, ABCG2 block 34, Bim-Mcl-1 -5, RGS4-Gao reg 103, Pf gamet viab 6, RGS7-Gao reg 101, Mcl1-Bid inh -29, GSH bead fluor 34 and Mcl1-Noxa inh 33.
Screening CCOC(=O)N1CCN(S(=O)(=O)c2cc(Br)cc3c2N(C(=O)C2CC2)CC3)CC1 returned RGS8-Gao 102, ABCB1 block 0.6, Avidin bead fluor 8, ABCG2 block 0, Bim-Mcl-1 0, RGS4-Gao reg 130, RGS7-Gao reg 123, Mcl1-Bid inh -14, GSH bead fluor 14 and Mcl1-Noxa inh 1.
For COc1cc(C)c(NC(=O)C(=S)NCc2ccccc2)cc1C the results were RGS8-Gao 104, ABCB1 block 0.0, Avidin bead fluor 12, ABCG2 block 2, Bim-Mcl-1 3, RGS4-Gao reg 96, RGS7-Gao reg 97, Mcl1-Bid inh -10, GSH bead fluor 18 and Mcl1-Noxa inh -14.
Screening C=CCn1c(SCC(=O)NCC2CCCO2)nc2scc(-c3ccco3)c2c1=O (centres undefined) returned RGS8-Gao 100, ABCB1 block 0.8, Avidin bead fluor 36, ABCG2 block 2, Bim-Mcl-1 1, RGS4-Gao reg 98, Pf gamet viab 16, RGS7-Gao reg 95, Mcl1-Bid inh -25, GSH bead fluor 13 and Mcl1-Noxa inh 18.
Screening Cc1ccc(S(=O)(=O)N(C)c2ccc(OCC(=O)Nc3cccc(-n4cnnn4)c3C)cc2)cc1 returned RGS8-Gao 95, Avidin bead fluor 4, RGS4-Gao reg 88, Pf gamet viab -5, RGS7-Gao reg inconclusive, Mcl1-Bid inh -10 and Mcl1-Noxa inh -32.
